PTHR1 ag: agonists of human PTHR1 parathyroid hormone receptor. AID 743266. Q03431. Potency, µM (titrated, usually from 115 µM), without a hit: top-dose activation, most hits filed as activators. HEK293 GP2 PTHR1 cells, GloSensor cAMP luminescence, 1 h. 0.075% of 410,000 active; also: potency is read from the fitted curve at half-maximal effect; nearly all actives have a fitted effect of over 55% in size; some results filed as inactive show a strong effect at the top dose; inactives centre near -15; many of its hits are not listed in these tables
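HEK-293-derived GP2 cells expressing PTHR1 and a GloSensor cAMP reporter, 3,000/well, plated overnight, given luciferin plus IBMX (each 0.5 mM as added) for 1 h at 37 °C, then compound for 1 h at 37 °C. Luminescence was read after 15 min at room temperature.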
Abeta yeast res: compounds reversing amyloid beta toxicity in yeast. yeast expressing A-beta42, growth rescue, OD600, 48 h; response scale: 0% DMSO, 100% iron-clioquinol control. Potency, µM (highest dose often 46.1 µM), for the others: top-dose growth rescue, hits mostly activators. 0.063% of 410,000 active; also: potency is read from the fitted curve at half-maximal effect; nearly all actives have a fitted effect of over 55% in size
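Growth rescue measured by 600 nm absorbance after 48 h yeast culture at 30 C with compound. Values normalized between DMSO and an equimolar ferric chloride plus clioquinol control.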
aSyn rescue: alpha-synuclein toxicity inhibition in yeast; Yeast expressing alpha-synuclein, growth rescue, BacTiter-Glo, 24 h; 0.14% of 370,000 active; Potency, µM (titrated, usually from 46.1 µM), for the others: at the highest dose growth rescue (activation), most hits filed as activators; also: potency is read from the fitted curve at half-maximal effect; % of control where 0% means no effect; nearly all actives have a fitted effect of over 65% in size
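Rescue of yeast growth: cells expressing toxic alpha-synuclein, induced in galactose at OD600 0.02, incubated with compound 24 h at 30 C. ATP luminescence quantified growth; inhibitors of toxicity appear as activators.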
GLP-1R inv ag: GLP-1 receptor (human) inverse agonism; HEK293 GLP-1R CRE-luciferase, luminescence, 24 h; GLP-1R form is constitutively active; Potency, µM (titrated, usually from 38.3 µM), for the others: at the highest dose activity change, negative = inhibition, actives largely listed as inhibitors; 1.6% of 410,000 active; AID 624417; also: potency is read from the fitted curve at half-maximal effect; % is scaled to controls: 0 for no effect and ±100 for the full control effect; nearly all actives have a fitted effect of over 55% in size
Target sequence (P43220 whole entry, looked up): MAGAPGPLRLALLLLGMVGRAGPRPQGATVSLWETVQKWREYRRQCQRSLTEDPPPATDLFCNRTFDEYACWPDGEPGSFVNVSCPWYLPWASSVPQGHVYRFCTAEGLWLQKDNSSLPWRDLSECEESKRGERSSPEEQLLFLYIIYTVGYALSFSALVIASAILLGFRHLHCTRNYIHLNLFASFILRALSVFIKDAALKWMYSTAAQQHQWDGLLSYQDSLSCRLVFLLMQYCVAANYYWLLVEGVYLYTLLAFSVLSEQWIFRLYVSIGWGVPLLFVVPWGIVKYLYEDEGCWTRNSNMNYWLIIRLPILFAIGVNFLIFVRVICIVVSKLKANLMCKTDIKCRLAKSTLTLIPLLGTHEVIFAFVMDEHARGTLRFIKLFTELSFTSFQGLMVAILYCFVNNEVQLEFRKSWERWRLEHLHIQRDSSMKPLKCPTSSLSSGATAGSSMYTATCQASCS
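HEK293 cells stably co-expressing a cAMP-responsive luciferase reporter and constitutively active GLP-1R were seeded, incubated 12 h, then exposed to compounds for 24 h at 37 C. Luminescence was read 12 min after detection reagent; inverse agonists lower signal.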
pAkt inh: blocks phosphorylation of Akt | Neuro2A IGF-stimulated pAkt S473 HTRF, 20 min; hits give low values | activity change, % for hits at 50 µM | 0.32% of 360,000 active; in the data active = activity change below about -80%; inconclusive = mostly about -51% to -80%; also: % is scaled to controls: 0 for no effect and ±100 for the full control effect
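Neuro2A cells in DMEM with 0.5% FBS, overnight at 37 deg C, given compound at single 50 µM final, then IGF (6 nM final) for 20 min at 37 deg C. Lysed; phospho-Akt Ser473 by HTRF after 24 h, 665/615 ratio.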
FUS suppressor: rescues growth of FUS-expressing yeast; S. cerevisiae FUS-expressing, growth rescue, OD600, 24 h; 0.24% of 390,000 active; Potency, µM (top dose mostly 76.6 µM), inactives show top-dose growth rescue (activation), most hits filed as activators;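 also: potency is read from the fitted curve at half-maximal effect; plate controls were DMSO vehicle for no effect and reference control for full effect; nearly all actives have a fitted effect of over 55% in size; some results filed as inactive show a strong effect at the top dose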
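Yeast FUS proteinopathy model; galactose-induced FUS (2%), starting OD 0.005. Cpds in dilution series, 24hr, 30C, 99% humidity. Abs 600 nm growth. Pos ctrl CP55940 (top 92uM final); neg ctrl DMSO.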
TDP-43 yeast inh: TDP-43 toxicity inhibition in yeast; 1.8% of 410,000 active; Potency, µM (doses to about 46.1 µM), for inactives: at the highest dose growth rescue (activation), usual class: activators; TDP-43 expressing yeast growth rescue, BacTiter-Glo, 24 h; AID 652104; also: potency is read from the fitted curve at half-maximal effect; % of control where 0% means no effect; nearly all actives have a fitted effect of over 50% in size
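Growth rescue of TDP-43-toxic yeast measured as ATP luminescence (BacTiter-Glo). Cells grown to mid-log in raffinose, induced in galactose at OD600=0.02, exposed to compound 24 hr at 30 deg C.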
GLP-1R agonist: agonists of human GLP-1 receptor | P43220 | HEK293 GLP-1R CRE-luciferase, luminescence, 4-6 h; cells express a hypersensitive GLP-1R form | Potency, µM (highest dose often 45.6 µM), for inactives: top-dose activation, actives largely listed as activators | 0.007% of 380,000 active; also: potency is read from the fitted curve at half-maximal effect; % of control where 0% means no effect
D3 antag: antagonists of human D3 dopamine receptor. D3R cells, DiscoveRx beta-arrestin luminescence, antagonist mode; hits give low values. AID 652054. P35462. 2.5% of 360,000 active. max response, negative = inhibition, %; in the data active = max response below about -50%; inconclusive = no clear call, values can overlap the other calls; also: % is scaled to controls: 0 for no effect and ±100 for the full control effect; mostly tested at two doses, the higher about 12 µM
Target sequence (P35462 whole entry, looked up): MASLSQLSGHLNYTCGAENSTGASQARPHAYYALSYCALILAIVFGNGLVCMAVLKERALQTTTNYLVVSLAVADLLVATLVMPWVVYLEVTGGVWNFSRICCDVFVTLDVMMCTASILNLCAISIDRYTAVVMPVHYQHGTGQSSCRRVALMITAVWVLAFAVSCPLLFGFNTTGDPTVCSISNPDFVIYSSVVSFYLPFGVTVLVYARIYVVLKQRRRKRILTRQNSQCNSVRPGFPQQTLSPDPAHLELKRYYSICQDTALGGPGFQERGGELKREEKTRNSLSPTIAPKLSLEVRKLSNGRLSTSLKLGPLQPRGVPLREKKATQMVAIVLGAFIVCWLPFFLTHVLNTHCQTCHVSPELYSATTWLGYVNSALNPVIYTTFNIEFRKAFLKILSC
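Cells plated overnight at 1500 cells/well, then exposed to library compounds with dopamine controls for 90 minutes at 37 degrees C. DiscoveRx reagent added for 30–60 minutes at room temperature; luminescence read, quantitative HTS format.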
An asterisk follows results filed as active; i = inactive; ? = inconclusive; / = no result given; [ ] = remark or other dose. Unless noted, calls follow the shape of the dose curve; as a rule, active = well fitted curve in the direction sought with a large enough effect; inconclusive = small, poorly fitted or top-dose-only effect, or another doubt; inactive = no such curve, though single readings can be large; an effect the other way counts as inactive or inconclusive.

The line under a structure holds: PTHR1 ag	Abeta yeast res	aSyn rescue	GLP-1R inv ag	pAkt inh	FUS suppressor	TDP-43 yeast inh	GLP-1R agonist	D3 antag
COc1cccc(/C=N/NC(=O)c2[nH]nc3c2CCc2ccccc2-3)c1
  -32%[inhibitor]	24%	1%	?	i	11%	18%	15%	-13
Cc1cc(C)c(NC(=O)Cn2nnc(-c3nc(-c4ccccc4)no3)c2N)c(C)c1
  i	-15%	/	10%	/	-16%	-2%	/	/
Cc1ccc(-n2nc3ccc(NC(=O)c4ccc5c(c4)OCO5)cc3n2)cc1
  i	-12%	-4%	?	i	35%	-11%	-14%	19
Cn1c2c(c(=O)n(C)c1=O)C(c1ccc(Br)cc1)C(C#N)=C(N)N2 (configuration not stated)
  -16%	-21%	0%	20%	i	0%	-17%	1%	-12
Cc1cc(OCc2cn(CC(=O)c3ccc(O)cc3)nn2)ccc1[N+](=O)[O-]
  1%	-10%	0%	?	i	-5%	6%	1%	0
CC1(C)Cc2c(C#N)c(N3CCN(C(=O)c4ccco4)CC3)nc(Cc3ccccc3)c2CO1
  -21%	4%	-8%	?	i	26%	21%	1%	0
O=c1cc(CN2CCN(c3ccccc3)CC2)c2c(ccc3ccccc32)o1
  ?	18%	15%	-13%	i	20%	5%	-3%	-3
O=C(CCSc1nnc(-c2ccncc2)o1)Nc1ccc(F)cc1
  i	-48%[inhibitor]	?	-11%	i	3%	0%	8%	2
O=C(Nc1cccc(C(F)(F)F)c1)c1cnc2n(c1=O)CCS2
  -25%	2%	-1%	7%	i	-17%	26%	-3%	11
N#Cc1ccc(OCCN2CCc3ccccc3C2)cc1
  ?	-8%	-5%	?	i	6%	0%	1%	-79*
O=C(O)C1CC(=O)N(c2ccc(OCc3c(F)cccc3Cl)cc2)C1 (configuration not stated)
  i	9%	-3%	0%	i	-7%	-2%	-4%	0
COCCCN1C(=O)c2ccc(C(=O)Nc3ccc(OC)cc3)cc2C1=O
  -16%	15%	2%	1%	i	7%	14%	-13%	27
COc1cccc(NC(=O)c2cc(OC)c(OC)c(OC)c2Br)c1
  i	0%	-6%	8%	i	9%	14%	7%	-1
Cc1ccccc1N1CCN(C2CCCN(C(=O)c3ccnn3C)C2)CC1 (configuration not stated)
  -11%	-18%	-9%	-7%	i	/	-16%	2%	0
Cc1ccc(S(=O)(=O)NC(=O)c2ccc(Br)o2)cc1
  -2%	-9%	8%	21%	i	-11%	6%	-5%	8
Cc1ccc(-c2cc(C(=O)N/N=C/C=C/c3ccccc3)n[nH]2)o1
  -36%[inhibitor]	-11%	-6%	?	i	4%	30%	1%	32
COCC(=O)N(CCN(C)C)Cc1cc2cc3c(cc2nc1Cl)OCO3
  -26%	18%	3%	6%	i	-32%	16%	-1%	4
c1ccc2[nH]c(N3CCOCC3)nc2c1
  1%[57.5 µM]	12%	1%	13%	i	-4%	12%	-2%	-4
Cc1ccc(-n2nnnc2-c2cnc3ccc(Cl)cc3c2-c2ccccc2)cc1
  i	2%	6%	-15%	i	1%	24%	-9%	-23
CCOc1ccc(OCCOCCn2c(-c3ccc(Cl)cc3)nc3ccccc3c2=O)cc1
  i	16%	/	-8%	/	2%	0%	/	/
Cc1cc(C)c2c(c1)c1nnc(SCCN3CCOCC3)nc1n2C
  0%	-24%	-1%	4%	i	-13%	17%	15%	12
CCc1c(C)sc(NC(=S)Nc2cccnc2)c1C(=O)OC
  i	18%	-3%	16%	i	-4%	25µM*	-3%	4
CCOC(=O)C(CC)Sc1ccc2nnc(CCNS(=O)(=O)c3ccccc3)n2n1 (configuration not stated)
  i	0%	-3%	2%	i	1%	3%	-3%	4
CC(C)C(=O)Nc1ncc2c(n1)CC(c1cccs1)CC2=O (configuration not stated)
  i	-12%	-2%	-21%	i	37%	0%	9%	10
CCOc1ccc(C(=O)NC(C(=O)NCc2cccnc2)C(C)C)cc1 (configuration not stated)
  i	2%	0%	-16%	i	-6%	-8%	11%	3
C=CCn1c(=S)[nH]c2nc3c(cc2c1=O)COC(C)(C)C3
  -9%	-11%	0%	7%	i	26%	-11%	3%	-21
C=CCN(c1ccccc1C(=O)NCC(=O)O)S(=O)(=O)c1ccc(C)cc1
  i	15%	4%	2%	i	-15%	21%	10%	-8
CC(C)c1ccc(OCCCCCN2CCOCC2)cc1
  -4%	-3%	8%	?	i	1%	-17%	4%	-28
COc1ccc2[nH]c3nc(SCC(=O)Nc4ccc5c(c4)OCO5)nnc3c2c1
  -81%[inhibitor]	5%	-1%	1%	i	21%	-18%	3%	-19
COc1ccc(-n2c(=S)[nH]c3cc(C(=O)N4CCN(c5ccccc5)CC4)ccc3c2=O)c(OC)c1
  i	5%	2%	8%	i	-2%	-9%	0%	-9
Cc1cc(OCC(=O)NCc2cccnc2)ccc1[N+](=O)[O-]
  i	13%	-4%	21%[7.66 µM]	i	0%	12%	-2%	-5
CCc1c(C)sc2c1CCN(Cc1cccc(OC)c1)C2c1ccccc1 (configuration not stated)
  -34%[inhibitor]	-11%	/	-34%	/	-2%	-5%	/	/
CCc1nc2oc3ccccc3c(=O)c2c(=O)n1Cc1ccccc1
  -15%[57.5 µM]	-10%	-4%	-2%	i	2%	?	4%	-5
CCc1ccc(C(=O)c2cn(CC(=O)Nc3ccc4c(c3)OCO4)c3ccc(OC)cc3c2=O)cc1
  i	11%	/	-16%	/	-4%	22%	0%	/
C=Cn1c(C(=O)O)ccc1-c1ccc(OC)cc1
  i	-3%	-35%[inhibitor]	13%	i	30%	-4%	-4%	-15
O=C(CN1CC(=O)Oc2ccccc21)OCC(=O)c1ccc(F)cc1
  i	-30%	-4%	4%	i	14%	-9%	1%	-5
COCC(=O)Nc1cc(C)cn(Cc2c(F)cccc2Cl)c1=O
  -9%	-12%	8%	12%	i	-3%	?	20%	-8
Cc1c(C(=O)NCc2cccnc2)oc2ccc(S(=O)(=O)N3CCCCCC3)cc12
  i	20%	-7%	7%	i	12%	?	0%	21
COc1ccc2c(c1)CC(C(=O)NCCCN1CCN(c3ccc(F)cc3)CC1)CO2 (configuration not stated)
  -2%	-6%	/	?	/	-13%	0%[9.22 µM]	/	/
Cc1sc2ncnc(NCC(c3ccco3)N3CCCC3)c2c1C (configuration not stated)
  -22%[57.5 µM]	0%	-2%	?	i	-1%	-11%	17%	0
COc1ccccc1NS(=O)(=O)c1cc(NC(=O)/C=C/c2cccs2)ccc1N1CCOCC1
  i	5%	3%	38%[activator]	i	/	?	-9%	-16
Cc1cccc(C)c1NC(=O)c1c(-c2ccccc2)noc1C
  22%[57.5 µM]	-10%	0%	-4%	i	-2%	-8%	4%	-20
COc1ccccc1C(=O)NC(=O)COC(=O)c1ccc(Cl)cc1[N+](=O)[O-]
  i	2%	-3%	11%	i	-10%	-2%	0%	7
COc1cc2cc(C(=O)N/N=C/c3cccc(OC)c3OC)[nH]c2cc1OC
  -6%	-19%	-2%	16%	i	21%	-19%	19%	12
O=C1CCCC(=O)C1Sc1ccc(Cl)cc1
  -15%	-17%	15%	2%	i	24%	?	-1%	-16
O=C(CC[C@H]1O[C@@H](n2ccc(=O)[nH]c2=O)[C@H](O)[C@@H]1O)NCc1ccc2c(c1)OCO2
  -9%	-6%	-6%	35%[activator]	i	1%	14%	12%	27
COCCn1c(SCC(=O)Nc2ccccc2OC)nnc1-c1ccco1
  i	7%	2%	17%	i	-10%	-2%	6%	7
O=[N+]([O-])c1ccc(CSc2nc3ccccc3o2)cc1
  1%[57.5 µM]	?	1%	?	i	3%	17%	-1%	-13
O=C(CSc1nc2[nH]ncc2c(=O)[nH]1)Nc1ccc(Cl)cc1
  i	-6%	-3%	23%	i	-12%	-11%	6%	-7
NS(=O)(=O)c1ccc(NC(=O)CSc2nc3ccccc3c(=O)n2Cc2ccncc2)cc1
  20%	4%	-1%	1%	i	-6%	-4%	-6%	-25

Arranged by the number under PTHR1 ag (highest first): 3 of the compounds above.
Structure,PTHR1 ag,pAkt inh,FUS suppressor,GLP-1R agonist,D3 antag
COc1ccc2c(c1)CC(C(=O)NCCCN1CCN(c3ccc(F)cc3)CC1)CO2 (configuration not stated),-2%,/,-13%,/,/
COCC(=O)Nc1cc(C)cn(Cc2c(F)cccc2Cl)c1=O,-9%,i,-3%,20%,-8
O=C1CCCC(=O)C1Sc1ccc(Cl)cc1,-15%,i,24%,-1%,-16

Compounds above with a thiophene ring, fused or not, in the order listed:
The line under a structure holds: PTHR1 ag	Abeta yeast res	aSyn rescue	GLP-1R inv ag	pAkt inh	FUS suppressor	TDP-43 yeast inh	GLP-1R agonist	D3 antag
CCc1c(C)sc(NC(=S)Nc2cccnc2)c1C(=O)OC
  i	18%	-3%	16%	i	-4%	25µM*	-3%	4
CC(C)C(=O)Nc1ncc2c(n1)CC(c1cccs1)CC2=O (configuration not stated)
  i	-12%	-2%	-21%	i	37%	0%	9%	10
CCc1c(C)sc2c1CCN(Cc1cccc(OC)c1)C2c1ccccc1 (configuration not stated)
  -34%[inhibitor]	-11%	/	-34%	/	-2%	-5%	/	/
Cc1sc2ncnc(NCC(c3ccco3)N3CCCC3)c2c1C (configuration not stated)
  -22%[57.5 µM]	0%	-2%	?	i	-1%	-11%	17%	0
COc1ccccc1NS(=O)(=O)c1cc(NC(=O)/C=C/c2cccs2)ccc1N1CCOCC1
  i	5%	3%	38%[activator]	i	/	?	-9%	-16

Screening results deposited in PubChem by National Center for Advancing Translational Sciences (NCATS).

Some of the compounds tested, so the mix of outcomes need not match the whole.
